RNase H inhibition: RNase H inhibition, HIV 1 Gag Pol polyprotein, FRET biochemical assay, screening (AID 372). HIV-1 RT RNase H, FRET RNA/DNA substrate fluorescence; higher % means a stronger effect. hit rate 0.77% among 100,000. inhibition, % at 10 µM, or IC50 in µM where a hit was titrated; in the data active means inhibition above about 50%
* = called active by the depositor.

Sample of the layout (two entries):
SMILES	RNase H inhibition
COc1cccc(OC)c1C(=O)NC1CCCCC1	2%
Cc1cccc(NC(=O)C(=O)NCCc2ccc(F)cc2)c1C	8%

The listing (from the top)
SMILES	RNase H inhibition
COc1cccc(OC)c1C(=O)NC1CCCCC1	2%
Cc1cccc(NC(=O)C(=O)NCCc2ccc(F)cc2)c1C	8%
COc1ccc(/C=C2\SC(=NCc3ccccc3)N(Cc3ccccc3)C2=O)cc1OC	54%*
Nc1ccc2c(c1)C(=O)c1ccccc1C2=O	5%
COC(=O)c1ccc(NC(=O)/C(=C\c2ccc(OC(C)=O)cc2)NC(=O)c2ccccc2)cc1	9%
Oc1c(Br)cc(Br)cc1C=Nc1ccc(N=Cc2cc(Br)cc(Br)c2O)cc1	6%
Cc1ccc(C2=NNC(c3ccc(Cl)cc3Cl)S2)cc1 (stereo not given)	4%
O=S(=O)(c1cc(Cl)ccc1Cl)N1CCN(c2ccccc2)CC1	15%
COc1cc(Br)cc(/C=C2\C(=O)NC(=O)N(c3cc(C)cc(C)c3)C2=O)c1OC	12%
COc1ccc(C(O)Cn2c(=N)n(CCN3CCCCC3)c3ccccc32)cc1 (stereo not given)	7%
O=[N+]([O-])c1ccc(Cl)c(S(=O)(=O)Nc2cc(Cl)ccc2Cl)c1	2%
CCOC(=O)C1=C(C)N=c2s/c(=C\c3cccc(Br)c3)c(=O)n2C1c1ccc(C)cc1 (stereo not given)	16%
C=CCOc1c(Br)cc(C=C2C(=O)NC(=S)NC2=O)cc1OC	14%
COCCNC(=O)c1ccc([N+](=O)[O-])cc1	0%
COc1ccc(Br)cc1/C=C/C(=O)Nc1cc(-c2nc3ccc(C)cc3o2)ccc1C	38%
N#C/C(=C\c1c[nH]c2ccccc12)c1nn(CCO)c(N)c1C#N	10%
COC(=O)c1ccccc1NC(=O)Cn1cnc([N+](=O)[O-])n1	6%
CCC1CCCCN1Cc1cccc(Oc2ccccc2)c1 (stereo not given)	5%
Cc1ccc2oc(-c3ccc(NC(=S)NC(=O)c4ccccc4Br)cc3O)nc2c1	1%
COc1ccc(CC2S/C(=N\N=C\c3ccc(C(C)C)cc3)NC2=O)cc1 (stereo not given)	13%
O=c1[nH]n(Cc2ccccc2)c2ccccc12	9%
COc1ccc(C2CC(=O)C3=C(C2)Nc2ccccc2NC3c2c[nH]c3ccccc23)cc1 (stereo not given)	3%
CCOc1ccccc1/C=C1\C(=O)NC(=O)N(c2cccc(Br)c2)C1=O	10%
COc1cc(C)ccc1OCCCCOc1ccc(C=O)cc1	24%
O=C(NC(=S)Nc1nc(-c2ccccc2)cs1)c1ccccc1Br	11%
SMILES	RNase H inhibition
O=C(Nc1ccccc1)Nc1nnc(COc2ccc(Br)cc2)s1	23%
O=C(Nc1ccc(Cl)cc1)c1cccc(N2C(=O)c3ccc(C(=O)Nc4ccc(Cl)cc4)cc3C2=O)c1	2%
O=C1N=C(N2CCCCC2)CN1c1ccccc1	0%
COc1ccc(NC(=S)NC(NC(=O)C(C)C)C(Cl)(Cl)Cl)cc1[N+](=O)[O-] (stereo not given)	10%
Cc1cc(C)c(/C=N/NC(=O)C(C)Oc2ccc(Br)cc2)c(C)c1 (stereo not given)	4%
COc1cc(Cc2ccc(N/C=C/C(=O)c3ccccc3)c(OC)c2)ccc1N/C=C/C(=O)c1ccccc1	31%
COc1cc(CN2CCN(C(=O)CC(C)C)CC2)cc(OC)c1OC	0%
CC(C)(C)c1cc(CCC(=O)NCCO)cc(C(C)(C)C)c1O	0%
O=C(C[n+]1ccc(NC(=O)c2ccccc2)c2ccccc21)c1ccccc1	13%
O=C(c1nn2c(C(F)(F)F)cc(-c3ccc(F)cc3)nc2c1Cl)N1CCCC1	12%
C=CCNC(=O)/C(=C/c1ccccc1)c1ccccc1	4%
O=C1CSC(=NC(=O)c2cccc([N+](=O)[O-])c2)N1	17%
COc1cccc(C(=O)Nc2ccc(-c3nc4cc(C)c(C)cc4o3)cc2)c1	6%
COc1ccc(Br)cc1C(=O)Nc1ccc2oc(-c3ccccc3F)nc2c1	0%
NS(=O)(=O)c1ccc(CNC2CC(=O)N(c3ccc(C(=O)O)cc3)C2=O)cc1 (stereo not given)	0%
Cc1ccc(CSCCNC(=O)CN(c2ccccc2F)S(=O)(=O)c2ccccc2)cc1	18%
Cc1cccc(CN2CCN(C(=O)c3ccncc3)CC2)c1	10%
Cc1ccc([N+](=O)[O-])cc1NC(=O)COc1ccc(C(C)(C)C)cc1	14%
C(=N\N1CCN(c2ccccc2)CC1)/c1ccc(OCc2ccccc2)cc1	10%
CCCCNCCOc1ccc(C)cc1C	12%
O=C(Nc1cc(Cl)ccc1O)c1ccc([N+](=O)[O-])cc1	11%
Cc1ccc(-c2nc3ncccc3o2)cc1NC(=O)c1ccc(C(C)(C)C)cc1	6%
O=C(Nc1cccc(NC(=O)c2ccc3ccccc3c2)c1)c1ccccc1	3%
COc1ccc(OC)c(/C=C/c2[nH]c(=O)[nH]c(=O)c2[N+](=O)[O-])c1	3%
COc1ccc(NC(=O)CN(c2ccc(C(C)C)cc2)S(=O)(=O)c2ccccc2)cc1	14%
SMILES	RNase H inhibition
O=c1cc(-c2ccco2)nc(-c2ccco2)o1	3%
CCC(=O)c1ccc(N2CCN(C(=O)c3ccccc3Br)CC2)c(F)c1	2%
Cc1cccc(C)c1OCC(=O)N/N=C/c1ccccc1[N+](=O)[O-]	8%
Cc1ccc(C2C3C(=O)N(c4cccc(C)c4)C(=O)C3N3CCCN23)cc1 (stereo not given)	0%
COc1cc(C(=O)O/N=C2\CCCc3c2ccc(OC)c3[N+](=O)[O-])cc(OC)c1OC	7%
CCc1ccccc1Nc1nc(-c2sc(C)nc2C)cs1	31%
Cc1cc(=O)n2[nH]c(C)c(-c3ccccc3)c2n1	7%
CC1CCCC(C)N1S(=O)(=O)c1ccc(I)cc1 (stereo not given)	20%
O=C(NC(NCc1ccccc1)C(Cl)(Cl)Cl)c1cccs1 (stereo not given)	13%
O=C(N/N=C/c1ccccc1F)c1ccc(Br)cc1	5%
COc1ccc(C2/C(=C(\O)c3ccccc3)C(=O)C(=O)N2CCN(C)C)cc1OC (stereo not given)	12%
CCc1cc(C)cc(OCCOc2cccc(/C=N/n3cnnc3)c2)c1	28%
Cc1ccc(C2Nc3ccccc3NC3=C2C(=O)CC(c2ccc(Cl)cc2)C3)cc1[N+](=O)[O-] (stereo not given)	28%
O=C(c1ccc(F)cc1)c1ccc(-c2[nH]c(-c3ccccc3)nc2-c2ccccc2)cc1	14%
COc1ccccc1OCC(=O)Nc1sc2c(c1C(N)=O)CCC(C)C2 (stereo not given)	10%
C=CCN1C(=O)/C(=C\c2cccc(OCc3ccccc3)c2)SC1=S	8%
c1ccc(C(c2c[nH]c3ccccc23)c2c[nH]c3ccccc23)nc1	12%
Cc1ccc(/C=N/NC(=O)C(=O)NC(C)(C)C)cc1	0%
COc1ccccc1/C=C1/C(=O)NC(=O)N(c2ccccc2OC)C1=O	1%
O=c1c2c(nc3cc(-c4ccccc4Cl)[nH]n13)CCC2	0%
CCN(/N=C\c1ccccc1O)C(=S)NC	5%
Cc1cccc(C)c1OCCCCCN1CCCC1	6%
Cc1ccc(N=Cc2ccccc2[N+](=O)[O-])cc1F	1%
CCOC(=O)c1ccc[n+](CC(=O)c2ccccc2)c1	7%
O=c1c(F)cn(Cc2ccccc2)c(=O)n1Cc1ccccc1	0%

Another view of some results above:
Structure,RNase H inhibition
O=c1cc(-c2ccco2)nc(-c2ccco2)o1,3%
CCC(=O)c1ccc(N2CCN(C(=O)c3ccccc3Br)CC2)c(F)c1,2%
Cc1cccc(C)c1OCC(=O)N/N=C/c1ccccc1[N+](=O)[O-],8%
Cc1ccc(C2C3C(=O)N(c4cccc(C)c4)C(=O)C3N3CCCN23)cc1 (stereo not given),0%
COc1cc(C(=O)O/N=C2\CCCc3c2ccc(OC)c3[N+](=O)[O-])cc(OC)c1OC,7%
CCc1ccccc1Nc1nc(-c2sc(C)nc2C)cs1,31%
Cc1cc(=O)n2[nH]c(C)c(-c3ccccc3)c2n1,7%
CC1CCCC(C)N1S(=O)(=O)c1ccc(I)cc1 (stereo not given),20%
O=C(NC(NCc1ccccc1)C(Cl)(Cl)Cl)c1cccs1 (stereo not given),13%
O=C(N/N=C/c1ccccc1F)c1ccc(Br)cc1,5%
COc1ccc(C2/C(=C(\O)c3ccccc3)C(=O)C(=O)N2CCN(C)C)cc1OC (stereo not given),12%
CCc1cc(C)cc(OCCOc2cccc(/C=N/n3cnnc3)c2)c1,28%
Cc1ccc(C2Nc3ccccc3NC3=C2C(=O)CC(c2ccc(Cl)cc2)C3)cc1[N+](=O)[O-] (stereo not given),28%
O=C(c1ccc(F)cc1)c1ccc(-c2[nH]c(-c3ccccc3)nc2-c2ccccc2)cc1,14%
COc1ccccc1OCC(=O)Nc1sc2c(c1C(N)=O)CCC(C)C2 (stereo not given),10%
C=CCN1C(=O)/C(=C\c2cccc(OCc3ccccc3)c2)SC1=S,8%
c1ccc(C(c2c[nH]c3ccccc23)c2c[nH]c3ccccc23)nc1,12%
Cc1ccc(/C=N/NC(=O)C(=O)NC(C)(C)C)cc1,0%
COc1ccccc1/C=C1/C(=O)NC(=O)N(c2ccccc2OC)C1=O,1%
O=c1c2c(nc3cc(-c4ccccc4Cl)[nH]n13)CCC2,0%

(next part)
SMILES	RNase H inhibition
O=C(Nc1nnc(-c2ccc(Cl)cc2Cl)s1)c1ccccc1Br	18%
C=CCN1C(=O)/C(=C\c2ccc(OCC(=O)O)c(OCC)c2)C(=O)NC1=S	12%
O=C1/C(=C\c2c(Cl)cccc2Cl)SC(=S)N1c1ccc(F)cc1	0%
c1ccc2c(-n3ccnc3)c3ccccc3nc2c1	1%
COc1ccc(C(=O)/C=C/c2cccc(OC)c2)cc1	3%
CC1=C(C(=O)OCC(C)C)C(c2cc3c(cc2Cl)OCO3)C2=C(CC(c3ccccc3)CC2=O)N1 (stereo not given)	6%
COc1cccc(NC(=O)CN(c2ccc(Oc3ccccc3)cc2)S(C)(=O)=O)c1	8%
COc1cc(/C=C2/C(=O)ON=C2c2ccc(Cl)cc2)ccc1O	15%
CC(=O)NC(=Nc1nc(C)c2ccccc2n1)NC(C)=O	9%
Cc1ccc([N+](=O)[O-])cc1-c1ccc(/C=C(/C#N)C(=O)Nc2ccc(Cl)cc2)o1	8%
O=C(CN1C(=O)/C(=C/c2ccccc2Cl)SC1=S)Nc1ccccc1C(=O)O	10%
CC(=O)Nc1ccc(-c2cn3ccccc3n2)cc1	10%
CC(C)CC(=O)N1CCN(Cc2cccnc2)CC1	2%
COc1ccccc1CN1CCN(Cc2ccc(OC)c(OC)c2OC)CC1	8%
COc1cc(/C=C2/C(=O)NN(c3ccc(C)c(Cl)c3)C2=O)cc(Cl)c1O	27%
Cc1ccccc1C=Nc1cc([N+](=O)[O-])ccc1C	13%
N#Cc1cccc2c1-c1ccccc1/C2=N\NC(N)=S	6%
NC(=O)C1CCN(Cc2ccc(-c3ccccc3)cc2)CC1	9%
CCCOc1cccc(-c2nc3cc(OC)c(OC)cc3c(=O)o2)c1	0%
CC(C)C(=O)Nc1ccc(Cl)cc1C(=O)O	0%
COc1ccc(OCCCn2ccnc2)cc1	11%
C=CCc1ccc(OCCOc2ccc(/C=C3\SC(=S)N(CC=C)C3=O)cc2OC)c(OC)c1	15%
N#CC1(c2ccccc2)CCCN1C(=O)c1ccccc1Br (stereo not given)	17%
CCOC(=O)C1=C(C)N=c2s/c(=C\c3cccnc3)c(=O)n2C1c1ccc2c(c1)OCO2 (stereo not given)	8%
Cc1cc2c(cc1C)NC(CC(=O)Nc1ccc(Br)cc1)C(=O)N2 (stereo not given)	21%
SMILES	RNase H inhibition
CCC(CC)C(=O)NCCc1ccccc1	11%
Cc1cccc(OCC(=O)Nc2ccc(Cl)c(C(F)(F)F)c2)c1	6%
CCC(C(=O)OC)S(=O)(=O)c1ccc(Cl)cc1 (stereo not given)	0%
CCOC(=O)Cc1csc(NC(=O)c2ccc(F)cc2)n1	6%
CCCCCC(NC(C)=O)C(=O)NC(=O)NCc1ccccc1 (stereo not given)	24%
O=C(Nc1ccc(I)cc1Cl)c1ccc(Cl)cc1Cl	3%
CCOc1ccc(NC(=S)NC(NC(=O)OCc2ccccc2)C(Cl)(Cl)Cl)cc1 (stereo not given)	13%
COc1cc(NC(=O)COc2ccc(Cl)cc2)ccc1NC(=O)c1ccco1	1%
COc1cc(C2SC(NC(C)=O)=NN2C(C)=O)cc(OC)c1OC (stereo not given)	5%
Cc1ccc(C(=O)NCc2ccncc2)cc1[N+](=O)[O-]	0%
O=C(Nc1ccccc1-c1ccccc1)c1ccc(F)cc1	9%
C/C(=N\NC(=O)Cc1ccc(Cl)cc1)c1ccc(Cl)s1	10%
COCCOC(=O)C1=C(C)NC(=O)CC1c1cccc(Cl)c1 (stereo not given)	0%
Cc1ccc(N(CC(=O)NN=C2CCN(C)CC2)S(=O)(=O)c2ccccc2)cc1	8%
CN1C(=O)NC(=O)/C(=C/c2cc(Br)ccc2OCc2ccc(F)cc2)C1=O	13%
COCCCN1C(=O)c2ccc3c4c(ccc(c24)C1=O)CC3	1%
CCOC(=O)C1=C(C)N=c2s/c(=C\c3ccc(-c4ccccc4[N+](=O)[O-])o3)c(=O)n2C1c1ccc2c(c1)OCO2 (stereo not given)	5%
C#CCSc1nc2sc3c(c2c(=O)n1CC=C)CCCC3	15%
Cc1onc(-c2c(F)cccc2Cl)c1C(=O)NCc1ccc(Cl)cc1	3%
O=C(Cc1ccccc1)N/N=C/c1cccc(Cl)c1	0%
CCOc1ccccc1NS(=O)(=O)c1cc(Cl)ccc1Cl	32%
O=C1NC(=O)/C(=C\c2cccc(F)c2)N1	5%
CCOc1ccc(S(=O)(=O)N2CCC(Cc3ccccc3)CC2)cc1	9%
O=C(Oc1ccc(-c2nc3ccccc3[nH]2)cc1)c1ccc(Cl)cc1	2%
COc1nccnc1NS(=O)(=O)c1ccc(N=Cc2c(C)[nH]n(-c3ccc(C)c(C)c3)c2=O)cc1	7%
SMILES	RNase H inhibition
O=C(Nc1ccccc1C(F)(F)F)C12CC3CC(CC(C3)C1)C2	4%
COc1cc(/C=c2\sc3nc4ccccc4n3c2=O)cc(I)c1OCCOc1cccc(C)c1	12%
COc1ccc(/C(=N\NC(N)=O)c2ccccc2)c(O)c1	0%
CC(C)N1C(C)CC(O)N1C(=O)c1ccncc1 (stereo not given)	5%
CCOc1ccccc1N(CC(=O)O)S(C)(=O)=O	10%
COc1cc(NC(=O)c2ccccc2)ccc1N=Cc1ccc(C#Cc2ccccc2)cc1	44%
O=S(=O)(c1ccc(-c2csc(Nc3ccc(F)cc3)n2)cc1)N1CCCCC1	2%

Bioassay records: PubChem BioAssay, MTDP

Some of the compounds tested; rates above refer to the full screens.
